PI5P4Ka inh = qHTS for Inhibitors of phosphatidylinositol 5-phosphate 4-kinase (PI5P4K) | PI5P4Kalpha enzyme, ADP-Glo luminescence, 60 min; hits give low values | Phosphatidylinositol 5-phosphate 4-kinase type-2 alpha (Homo sapiens), P48426 | max response, % | actives 1.2% (n = 330,000) | AID 652105, 2013; active = max response of -50% or lower; inconclusive = between -30% and -50%; inactive = -30% or higher; also: value at the top dose of about 77 µM; % is scaled to controls: 0 for no effect and ±100 for the full control effect
Target sequence (P48426 whole entry, looked up): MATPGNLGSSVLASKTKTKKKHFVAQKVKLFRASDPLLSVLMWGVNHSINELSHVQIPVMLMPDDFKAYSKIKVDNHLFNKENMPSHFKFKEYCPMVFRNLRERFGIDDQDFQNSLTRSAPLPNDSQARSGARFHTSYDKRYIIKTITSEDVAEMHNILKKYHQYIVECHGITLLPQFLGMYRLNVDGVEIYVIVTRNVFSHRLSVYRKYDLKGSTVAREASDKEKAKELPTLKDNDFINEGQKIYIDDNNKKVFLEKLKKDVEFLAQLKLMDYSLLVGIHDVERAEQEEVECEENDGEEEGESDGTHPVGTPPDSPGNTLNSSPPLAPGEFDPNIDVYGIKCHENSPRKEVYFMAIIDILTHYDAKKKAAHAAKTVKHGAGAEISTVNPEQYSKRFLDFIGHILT
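Controls without substrate or without enzyme flank wells where PI5P4Kalpha converts substrate using 5 microM ATP (final). Incubation lasts 60 minutes at room temperature; ADP formed is read by ADP-Glo luminescence.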
FUS yeast rescue = qHTS for Suppressors of FUS Proteinopathy: Primary screen using FUS-linked yeast assay; S. cerevisiae FUS-expressing, growth rescue, OD600, 24 h; Potency, µM (series often up to 76.6 µM), without a hit: top-dose growth rescue (activation), usual class: activators; actives 0.24% (n = 390,000); AID 1347120, 2019;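 also: potency is read from the fitted curve at half-maximal effect; plate controls were DMSO vehicle for no effect and reference control for full effect; nearly all actives have a fitted effect of over 55% in size; some results filed as inactive show a strong effect at the top dose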
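Galactose (2%) drives FUS expression in yeast precultured in raffinose; seeding density OD 0.005. Test compounds incubated 24hr at 30C and 99% humidity before absorbance at 600 nm was measured.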
Abeta rescue = qHTS for compounds that reverse cellular toxicity of Amyloid beta (A-beta) peptide in yeast: Primary Screen; yeast expressing A-beta42, growth rescue, OD600, 48 h; response scale: 0% DMSO, 100% iron-clioquinol control; Potency, µM (top dose mostly 46.1 µM), inactives show top-dose growth rescue, hits mostly activators; actives 0.063% (n = 410,000); AID 1347071, 2019; also: potency is read from the fitted curve at half-maximal effect; nearly all actives have a fitted effect of over 55% in size
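Yeast growth medium received pinned compounds, then yeast cells expressing toxic A-beta were added; plates incubated at 30 C for 48 hr. Growth read as absorbance at 600 nm, normalized to DMSO and equimolar FeCl3 plus clioquinol controls.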
EPAC1 ag = qHTS for Agonist of cAMP-regulated guanine nucleotide exchange factor 3 (EPAC1): primary screen. Rap guanine nucleotide exchange factor 3 (Homo sapiens), O95398. EPAC1 agonist qHTS, biochemical assay; response scale: 100% = response to 6.5 mM cAMP. Potency, µM (titrated, usually from 154 µM), without a hit: at the top dose activation, usual class: activators. actives 0.073% (n = 360,000); also: potency is read from the fitted curve at half-maximal effect; nearly all actives have a fitted effect of over 60% in size
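Multi-concentration qHTS readout: loss of Rap1B-bound BODIPY-GDP fluorescence driven by 100 nM EPAC1 with excess GDP (50 uM), monitored kinetically at room temperature; agonist response expressed relative to 6.5 mM cAMP.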
WRN inhibitor = qHTS for Inhibitors of WRN Helicase; actives 0.46% (n = 360,000); AID 651768, 2012; WRN helicase unwinding, fluorescent forked duplex, kinetic; Bifunctional 3'-5' exonuclease/ATP-dependent helicase WRN (Homo sapiens), Q14191; Potency, µM (highest dose often 114 µM), for inactives: top-dose activity change, negative = inhibition, hits mostly inhibitors; also: potency is read from the fitted curve at half-maximal effect; % is scaled to controls: 0 for no effect and ±100 for the full control effect; nearly all actives have a fitted effect of over 55% in size
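Enzyme (20 nM final) and test compound sit together 15 min at room temperature before substrate addition. Substrate is a single-forked duplex oligonucleotide (100 nM) labelled with fluorophore and quencher, with 2 mM ATP; helicase unwinding raises red fluorescence, read kinetically.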
EPAC1 antag = qHTS for Antagonist of cAMP-regulated guanine nucleotide exchange factor 3 (EPAC1): primary screen; Potency, µM (doses to about 115 µM), for the others: at the highest dose activity change, negative = inhibition, usual class: inhibitors; Rap guanine nucleotide exchange factor 3 (Homo sapiens), O95398; AID 720709, 2013; actives 0.14% (n = 360,000); EPAC1 GEF assay, Rap1b-BODIPY-GDP exchange fluorescence;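 also: potency is read from the fitted curve at half-maximal effect; plate controls were vehicle for no effect and positive control for full effect; nearly all actives have a fitted effect of over 50% in size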
IL2 activator = qHTS of IL-2 Activators; AID 652025, 2013; activation, % (series mostly up to about 46 µM); actives 0.065% (n = 360,000); IL-2 activation reporter assay, cell-based qHTS; stimulated with anti-CD3/CD4/CD28 beads; in transgenic mouse T cells; in the data active = activation above about 50%; inconclusive = mostly about 30% to 49%; also: 0% is about no effect
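Screening format: compound pinned onto unstimulated transgenic mouse T cells, 60 min incubation, then anti-CD3/anti-CD4/anti-CD28 bead stimulation for 18 hours at 37 degrees C, followed by EGFP and DsRed detection.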
PLK1 PBD inh = qHTS for Inhibitors of PLK1-PDB (polo-like kinase 1 - polo-box domain): Primary Screen. Serine/threonine-protein kinase PLK1 (Homo sapiens), P53350. Plk1 PBD binding of FITC phosphopeptide, fluorescence polarization. Potency, µM, for inactives: max response, negative = inhibition, actives largely listed as inhibitors. actives 2.8% (n = 360,000). AID 720504, 2013; also: potency is read from the fitted curve at half-maximal effect; series mostly up to about 57 µM; % is scaled to controls: 0 for no effect and ±100 for the full control effect; nearly all actives have a fitted effect of over 65% in size
Target sequence (P53350 whole entry, looked up, the tested form may be a part): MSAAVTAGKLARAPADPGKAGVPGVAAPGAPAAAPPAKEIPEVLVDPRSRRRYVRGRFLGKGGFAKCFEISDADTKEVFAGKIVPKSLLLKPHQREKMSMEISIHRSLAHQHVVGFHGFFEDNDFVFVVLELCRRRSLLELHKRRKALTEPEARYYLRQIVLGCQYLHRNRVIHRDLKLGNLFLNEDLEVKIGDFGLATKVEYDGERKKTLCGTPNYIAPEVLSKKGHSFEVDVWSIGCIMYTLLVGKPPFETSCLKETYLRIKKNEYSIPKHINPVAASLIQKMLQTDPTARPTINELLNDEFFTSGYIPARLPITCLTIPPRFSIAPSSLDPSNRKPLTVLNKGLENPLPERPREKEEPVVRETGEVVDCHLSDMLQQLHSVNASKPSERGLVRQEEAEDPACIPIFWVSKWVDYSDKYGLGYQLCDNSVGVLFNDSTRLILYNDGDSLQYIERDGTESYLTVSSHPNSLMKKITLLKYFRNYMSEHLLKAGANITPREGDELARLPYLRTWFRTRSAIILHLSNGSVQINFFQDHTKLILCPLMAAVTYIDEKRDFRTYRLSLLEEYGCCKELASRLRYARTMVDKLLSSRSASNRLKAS
Starred values were filed as active, the others as inactive; ? = inconclusive; nt = not tested or not shown; & = joins results of further samples; [ ] = remark or other dose. Unless noted, calls follow the shape of the dose curve; as a rule, active = well fitted curve in the direction sought with a large enough effect; inconclusive = small, poorly fitted or top-dose-only effect, or another doubt; inactive = no such curve, though single readings can be large; an effect the other way counts as inactive or inconclusive.

1) CCCN(CCC)C(=O)C1CCC(CNS(=O)(=O)c2cccc3nsnc23)CC1 (stereo unspecified)
2) COc1ccccc1-c1oc2ccccc2c1C#CCO
3) Cc1ccc(C(=O)COC(=O)CCc2nc3ccccc3[nH]c2=O)cc1C
4) CCOC(=O)C(=NCCCN(C)C)NNc1ccc(Br)cc1
5) COc1ccccc1NS(=O)(=O)c1ccc(O)c(C(=O)OCC(=O)N2CCc3ccccc32)c1
6) CCC(=O)Nc1ccc(C(=O)N/N=C/c2cc(Br)c(OC)cc2OC)cc1
Screen / compound no.,1,2,3,4,5,6
PI5P4Ka inh,14,1,0,0,-1,-5
FUS yeast rescue,16%,2%,-10%,-1%,13%,-27%
Abeta rescue,-7%,-14%,4%,-48%[inhibitor],-4%,9%
EPAC1 ag,-3%,-10%,7%,3%,15%,1%
WRN inhibitor,-1%,-7%,5%,8%,-24%,0%
EPAC1 antag,16%,-1%,7%,-11%,-11%,1%
IL2 activator,-3.1,-0.6,-1.2,0.0,-1.8,-1.0
PLK1 PBD inh,-8%,-16%,-11%,-23%,-11%,-10%

7) CCOCCN1CCN(c2c(C)c(C)nc3cc(-c4cc(OC)cc(OC)c4)nn23)CC1
8) CCc1ccc(N2CN(CCc3ccccc3)CNC2=S)cc1
9) CCn1cc(C(=O)N2CCN(c3cccc(C)c3C)CC2)c(=O)c2ccc(C)nc21
10) CCc1ccc(NC(=S)NC(=O)c2c(-c3ccccc3Cl)noc2C)cc1
11) O=C(Cn1nc(-c2ccc(Cl)cc2)ccc1=O)N1CCN(c2ccccc2)CC1
12) O=C(Nc1ccc(-n2cccn2)cc1)C1CCCCN1Cc1cccc2cccnc12 (stereo unspecified)
Screen / compound no.,7,8,9,10,11,12
PI5P4Ka inh,nt,-6,-73*,16,10,4
FUS yeast rescue,29%,10%,26%,-16%,nt,12%
Abeta rescue,-8%,22%,29%,-12%,0%,8%
EPAC1 ag,10%,2%,-2%,18%,2%,12%
WRN inhibitor,-1%,11%,?,-9%,5%,-10%
EPAC1 antag,7%,-14%,-17%,-25%,-10%,?
IL2 activator,-2.2,1.1,2.1,-3.9,-3.3,-3.8
PLK1 PBD inh,-6%,5%,-6%,-3%,-14%,-14%

Part of the list above with just PI5P4Ka inh.
item	structure	PI5P4Ka inh
8	CCc1ccc(N2CN(CCc3ccccc3)CNC2=S)cc1	-6
9	CCn1cc(C(=O)N2CCN(c3cccc(C)c3C)CC2)c(=O)c2ccc(C)nc21	-73*
10	CCc1ccc(NC(=S)NC(=O)c2c(-c3ccccc3Cl)noc2C)cc1	16
11	O=C(Cn1nc(-c2ccc(Cl)cc2)ccc1=O)N1CCN(c2ccccc2)CC1	10
12	O=C(Nc1ccc(-n2cccn2)cc1)C1CCCCN1Cc1cccc2cccnc12 (stereo unspecified)	4

(continued)
13) CCc1ccc(O)c(-c2cc(C(=O)Nc3cccnc3)[nH]n2)c1
14) O=C(NCc1cccnc1)c1cccnc1Sc1ccc(Cl)cc1
15) CCOC(=O)c1c(C)[nH]c(C(=O)COC(=O)CSCC(=O)N(CC)CC)c1C
16) COc1ccc(OC)c(Nc2cc(-c3ccccc3)nc(N)n2)c1
17) COc1ccc(OC)c(NC(=O)CSc2ccc3nnc(-c4cccnc4)n3n2)c1
18) CC1Cc2ccccc2N1CC(=O)Nc1ccc2c(c1)OCCCO2 (stereo unspecified)
Screen / compound no.,13,14,15,16,17,18
PI5P4Ka inh,-14,nt,nt,-10,2,0
FUS yeast rescue,15%,13%,32%,10%,31%,?
Abeta rescue,-4%,6%,6%,-29%,-15%,11%
EPAC1 ag,-9%,0%,1%,10%,8%,2%
WRN inhibitor,-6%,1%,7%,6%,0%,-3%
EPAC1 antag,-13%,1%,8%,-9%,0%,-3%
IL2 activator,-0.6,-2.9,1.8,-0.2,-0.7,-0.5
PLK1 PBD inh,27µM*,-1%,-6%,-20%,-1%,-8%

19) CC(C)(C)OC(=O)C[C@H]1C/C=C\C[C@@H](CC(=O)N[C@@H](CO)Cc2ccccc2)C(=O)NCCOC1=O
20) CCOC(=O)N1CCN(Cc2ccccn2)CC1
21) CC(=O)c1ccc(NC(=O)C(C)OC(=O)/C=C/c2ccco2)cc1 (stereo unspecified)
22) O=C(Nc1cnccn1)c1ccc(F)cc1Cl
23) Fc1ccccc1CNc1ncnc2sccc12
24) CC(C)(C)c1ccc(C(O)c2ncc(-c3cccc(F)c3)[nH]2)cc1 (stereo unspecified)
Screen / compound no.,19,20,21,22,23,24
PI5P4Ka inh,0,-1,-30,3,-2,0
FUS yeast rescue,4%,6%,18%,-18%,21%,5%
Abeta rescue,-2%,-12%,3%,-1%,23%,-4%
EPAC1 ag,-17%,0%,5%,0%,5%,-12%
WRN inhibitor,6%,-10%,-8%,-7%,6%,-14%
EPAC1 antag,6%,4%,1%,-2%,-5%,-28%
IL2 activator,-0.3,-1.5,-0.9,0.1,-0.2,-0.6
PLK1 PBD inh,0%,-8%,-8%,-8%,0%,1%

25) COc1ccc(C(O)C(CN2CCOCC2)c2ccccc2)cc1 (stereo unspecified)
26) CN1CCN(C(=O)c2cc(Cl)cc(Cl)c2)CC1
27) COc1ccc(OC)c(C2=NOC(C(=O)Nc3ccccc3SC)C2)c1 (stereo unspecified)
28) O=C(Nc1ccncc1)c1cc(C2CCCCN2C(=O)CCCc2ccccc2)on1 (stereo unspecified)
29) O=C(N/N=C/c1ccc(OC(=O)c2ccccc2Cl)cc1)c1cc(O)cc(O)c1
30) COc1ccccc1NS(=O)(=O)c1cc(NC(=O)c2cccs2)ccc1N1CCCC1
Screen / compound no.,25,26,27,28,29,30
PI5P4Ka inh,nt,0,2,5,-66*,?
FUS yeast rescue,18%,14%,22%,-7%,43%,-8%
Abeta rescue,12%,-9%,-14%,-13%,-5%,0%
EPAC1 ag,0%,2%,4%,-10%,-4%,4%
WRN inhibitor,4%,-5%[57.1 µM],-21%,-5%,13µM*,?
EPAC1 antag,-14%,-3%,-13%,1%,71µM*,-10%
IL2 activator,-0.3,0.9,1.5,-0.7,0.0,-1.9
PLK1 PBD inh,-1%,9%,?,4%,?,5.3µM*

31) CCOC(=O)C/C(C)=N/NC(=O)CNc1cccc(Cl)c1C
32) CCOc1ccccc1CNC(=O)C1CCC(=O)N1C(C)C (stereo unspecified)
33) CN1CCc2c(sc(NC(=O)C3CCN(S(=O)(=O)c4cccs4)CC3)c2C(N)=O)C1
34) COc1cc(C(C(=O)NCc2ccccc2)N(Cc2ccco2)C(=O)c2cnccn2)cc(OC)c1OC (stereo unspecified)
35) COC(=O)[C@H](CO)N1C(=O)[C@@H]2[C@H](C1=O)C1C=C[C@H]2C1
36) N#Cc1ccc(-c2cccs2)nc1SCc1cccnc1
Screen / compound no.,31,32,33,34,35,36
PI5P4Ka inh,8,nt,7,8,1,-11
FUS yeast rescue,1%,-17%,13%,0%,-6%,22%
Abeta rescue,24%,-2%,-17%,-9%,2%,-23%
EPAC1 ag,2%,5%,-10%,16%,10%,12%
WRN inhibitor,-3%,-4%,-24%,-2%,-7%,4%
EPAC1 antag,-6%,-5%,7%,9%,-5%,-1%
IL2 activator,-1.7,1.8,-1.8,0.5,-0.5,5.1
PLK1 PBD inh,-18%,-1%,-1%,-6%,-1%,-18%

37) O=C(NC1CCN(Cc2ccc(Cl)cc2)CC1)c1cn(-c2ccccc2)nc1-c1cccnc1
38) O=C(C1CCCCC1)N1C[C@@H](n2cc(-c3ccc(F)cc3)nn2)[C@H](O)C[C@@H]1c1ccccc1
39) O=C(O)CC(C(=O)OCC1CCCO1)N1CCOCC1 (stereo unspecified)
40) COc1ccc(Cl)c(Cn2c(NCCCO)nc3c2c(=O)n(C)c(=O)n3C)c1
41) CN1CCN(Cc2nc3ccccc3c(=O)n2Cc2nc(-c3ccc4ccccc4c3)cs2)CC1
42) N=c1c(C(=O)NC2CCCC2)cc2c(=O)n3ccccc3nc2n1CC1CCCO1 (stereo unspecified)
Screen / compound no.,37,38,39,40,41,42
PI5P4Ka inh,6,-1,1,-9,-5&0,-2
FUS yeast rescue,-5%,34%,2%,11%,22%&24%,13%
Abeta rescue,?,6%,9%,-5%,15%&1%,-1%
EPAC1 ag,15%,-4%,-2%,5%,-3%&-11%,11%
WRN inhibitor,1%,-2%,-3%,6%,-5%&-12%,2%
EPAC1 antag,-1%,-4%,-14%,-2%,-14%&18%,3%
IL2 activator,0.5,-1.2,0.9,1.3,-0.5&-1.6,2.1
PLK1 PBD inh,-10%,1%,-5%,-4%,?,0%

Reprinted at random: 2 entries already listed
39) O=C(O)CC(C(=O)OCC1CCCO1)N1CCOCC1 (stereo unspecified)
38) O=C(C1CCCCC1)N1C[C@@H](n2cc(-c3ccc(F)cc3)nn2)[C@H](O)C[C@@H]1c1ccccc1
Screen / compound no.,39,38
PI5P4Ka inh,1,-1
FUS yeast rescue,2%,34%
Abeta rescue,9%,6%
EPAC1 ag,-2%,-4%
WRN inhibitor,-3%,-2%
EPAC1 antag,-14%,-4%
IL2 activator,0.9,-1.2
PLK1 PBD inh,-5%,1%

(cont.)
43) NS(=O)(=O)c1ccc(CCNS(=O)(=O)c2cccs2)cc1
44) Cc1ccc(N2CN(Cc3cccnc3)CNC2=S)c(C)c1
45) COc1ccc(OC)c(/C=C/C(=O)Nc2ccc(OC)nc2)c1
46) Cc1ccc(NC(=O)Cc2nnc(SCC(=O)NC3CCCC3)n2C)cc1
Screen / compound no.,43,44,45,46
PI5P4Ka inh,-7,-1,1,3
FUS yeast rescue,nt,7%,-13%,10%
Abeta rescue,2%,-15%,16%,1%
EPAC1 ag,1%,9%,-1%,-1%
WRN inhibitor,3%,2%,-1%,-1%
EPAC1 antag,8%,12%,-6%,21%
IL2 activator,-0.3,-5.7,-0.1,1.3
PLK1 PBD inh,5%,1%,-17%,-8%

Source: PubChem BioAssay
